# High-throughput results: PubChem, several laboratories
# Mtb RmlCD inh: inhibitors of Mycobacterium tuberculosis RmlC and RmlD coupled enzymes. 160,000 tested, 0.03% active. AID 1533. P9WH09+P9WH11. inhibition, % at 3.6 µM. RmlC+RmlD coupled enzyme assay, percent inhibition; primary screen in compound mixtures; in the data active means inhibition mostly above about 34%, no sharp cut-off; further: some results filed as inactive read as strong as hits
# Target sequence (P9WH09 whole entry, looked up): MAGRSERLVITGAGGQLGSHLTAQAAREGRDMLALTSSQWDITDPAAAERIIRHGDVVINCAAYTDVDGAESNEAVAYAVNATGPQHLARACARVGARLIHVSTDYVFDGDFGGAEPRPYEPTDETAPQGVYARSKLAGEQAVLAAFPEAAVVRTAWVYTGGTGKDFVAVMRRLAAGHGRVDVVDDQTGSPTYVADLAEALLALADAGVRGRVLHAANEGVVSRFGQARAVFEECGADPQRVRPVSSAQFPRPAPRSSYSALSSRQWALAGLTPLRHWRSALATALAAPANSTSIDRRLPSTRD
# Target sequence (P9WH11 whole entry, looked up): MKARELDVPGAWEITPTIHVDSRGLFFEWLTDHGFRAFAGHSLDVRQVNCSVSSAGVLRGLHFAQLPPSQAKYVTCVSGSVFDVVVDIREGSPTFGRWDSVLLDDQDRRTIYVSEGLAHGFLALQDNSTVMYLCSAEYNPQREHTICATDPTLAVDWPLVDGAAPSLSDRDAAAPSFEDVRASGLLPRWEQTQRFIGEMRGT
# M. tuberculosis GlmU: inhibition of mycobacterial GlmU enzyme – biochemical, glucosamine-1-phosphate acetyltransferase (AID 1376). 220,000 tested, 0.25% active. M. tuberculosis GlmU acetyltransferase enzyme assay; higher % means a stronger effect. one-dose inhibition, %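 (tested at 30 µM in the primary screen)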; IC50 in µM for titrated hits; in the data active means inhibition above about 13%;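 further: 0% = complete reaction with vehicle and 100% = reaction without substrate; strong numbers were not always called active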
# The depositor's hits bear a star; . = not tested or not shown. The list is partial (hit frequency here may not be typical).
SMILES,Mtb RmlCD inh,M. tuberculosis GlmU
NS(=O)(=O)c1ccc(NC(=O)/C=C/c2cccc(Cl)c2)cc1,40.1,-0.4%
COc1ccc(-n2c(COc3cccc4ccccc34)nnc2SC(C)C(=O)O)cc1 (stereo not given),-8.3,8.0%
Cc1cccc(OCC(=O)NC(Cc2c[nH]c3ccccc23)C(=O)O)c1C (stereo not given),.,1.5%
O=C(CSc1n[nH]c(=O)n1C1CC1)Nc1cc(Cl)ccc1Oc1ccccc1,.,1.2%
CC(Oc1ccc2c(-c3ccccc3)cc(=O)oc2c1)C(=O)O (stereo not given),4.3,-11.5%
COc1ccc(NC(=O)CN(c2cccc(C(F)(F)F)c2)S(C)(=O)=O)cc1OC,7.3,-1.8%
CN(Cc1c(F)cccc1Cl)C(=O)C1CC(=O)N(CCc2ccccc2)C1 (stereo not given),10.7,3.9%
O=C(CC1Nc2ccccc2NC1=O)NCCCN1CCCCCC1 (stereo not given),-4.0,.
Cn1nccc1NC(=O)Nc1cccc(Cl)c1,59.6,-4.0%
Clc1ccc(Nc2ccc(-n3ccnc3)nn2)cc1Cl,-5.1,-0.3%
O=C(O)c1ccccc1NCc1ccco1,-7.3,-3.0%
CCOP(=S)(OCC)Oc1cc(C)oc(=O)c1Cl,-1.7,2.1%
COCCn1c(SCC(=O)Nc2ccc(NC(=O)c3ccco3)c(OC)c2)nc2ccccc2c1=O,5.3,-3.0%
CN1c2ccccc2N(C)C1c1c(O)ccc2ccccc12,8.4,2.6%
COCCNC(=O)c1onc(CSc2ccc(Cl)cc2)c1C(=O)O,.,-0.9%
Cc1cccc(C)c1Nc1nnc(SCc2cn3cccc(C)c3n2)s1,-5.5,0.5%
CCOc1cc(C)nc(NCc2ccccc2)n1,.,3.8%
COc1nc(SCC(=O)Nc2ccccc2Cl)nc(N(C)C)n1,4.7,-2.8%
N[C@@H](Cc1ccccc1)c1nnc(SC/C=C/c2ccccc2)o1,-9.4,1.9%
Fc1ccc(C(Nc2ccccn2)c2c[nH]c3ccccc23)cc1 (stereo not given),11.7,-0.2%
CCSc1nc(O)cc(=O)n1CC,7.2,-3.4%
Cc1nnc2sc(SCc3ccccc3Cl)nn2c1=O,-16.8,-2.8%
CCOC(=O)N1CCN(Cc2cn[nH]c2-c2cc3ccccc3o2)CC1,-4.4,-4.9%
COc1ccc(-c2cc(-c3cc(OC)ccc3O)[nH]n2)cc1,5.2,6.3%
COc1cc(C(C(=O)NC(C)(C)C)N(Cc2ccc3c(c2)OCO3)C(=O)c2cnccn2)cc(OC)c1OC (stereo not given),.,5.2%
# (listing goes on)
SMILES,Mtb RmlCD inh,M. tuberculosis GlmU
Cc1ccccc1N1C(=O)C2C3C=CC(C2C1=O)N(C)C3=O (stereo not given),.,-2.9%
Cc1ccc(Cn2cnc3sc4c(c3c2=O)CCC4)c(C)c1,.,-0.6%
CCCCCCCC(=O)OCC(=O)[C@@]1(O)CC[C@H]2[C@@H]3CCC4=CC(=O)CC[C@]4(C)[C@H]3[C@@H](O)C[C@@]21C,.,5.5%
COc1ccc(Cc2c(O)nc[nH]c2=O)cc1,.,22.8%*
COC(=O)c1cc(=O)c2c([N+](=O)[O-])ccc(OC)c2o1,2.3,0.5%
COCCN(Cc1ccccc1)C(=O)c1c(C)nn(-c2ccccc2)c1C,11.1,1.5%
FC(F)(F)c1ccc(CN2C[C@@H]3C(c4ccccc4)C4(c5cccnc5)CC3(C4)[C@H]2c2ccccc2)cc1 (stereo not given in full),.,1.1%
N=C1SCC(=O)N1c1ncc(Cc2ccccc2Cl)s1,.,3.8%
CC(NC(=O)CCl)c1ccc(Cl)c(Cl)c1 (stereo not given),1.2,2.7%
CC(C)(C)CC(=O)NC(=S)NCc1ccccc1,-12.4,1.7%
O=C(NCCc1csc(-c2ccccc2)n1)c1c(F)cccc1F,5.3,5.3%
CN(Cc1nc(-c2cccc(Cl)c2)no1)C1CCOCC1,.,0.7%
CCOC(=O)c1c(NC(=O)c2ccccc2Cl)sc2c1CCc1ccccc1-2,.,3.1%
N#Cc1ccc(OCc2nnc(-c3ccc([N+](=O)[O-])cc3)o2)cc1,-7.7,4.3%
Cn1c(=S)[nH]c2[nH]c(=O)cnc2c1=O,.,-0.3%
O=C(COc1ccc(Br)cc1)N(CCO)CCO,.,0.9%
CCN(CCCNC(=O)C1CCC(=O)N1Cc1ccccc1Cl)c1cccc(C)c1 (stereo not given),-3.6,-5.1%
O=C1C(=O)N(CCN2CCCCC2)c2ccccc21,.,-3.9%
COc1ccc(C2C=C(c3ccc(F)cc3)NC(=S)N2)cc1OC (stereo not given),7.2,2.7%
CCc1cccc(NC(=O)C2CCN(S(=O)(=O)c3cccs3)CC2)c1,.,-2.9%
O=C(CN1CCN(c2ccccc2O)CC1)NCCCc1ccccc1,-14.4,-1.4%
CC1CN(C(=O)c2cc3cc(Cl)cc(Cl)c3oc2=O)CC(C)O1 (stereo not given),6.4,6.4%
COc1ccc(C)c(Cn2c(-c3nonc3N)nc3ccccc32)c1,6.3,.
CC1=CC(=C2C=CC(=O)C=C2)C=C(C)N1C,-9.6,-4.8%
O=C(O/N=C1/CCSc2ccccc21)c1ccc(F)cc1,6.2,-0.8%
# Carrying on:
SMILES,Mtb RmlCD inh,M. tuberculosis GlmU
O=C(C1=C[C@H](c2ccccc2)C[C@H](OCCCCO)O1)N1CCN(Cc2ccccc2)CC1,.,0.8%
C=CCSC1=N/C(=C\c2cc(OC)c3c(c2)OCO3)C(=O)S1,.,6.4%
COc1ccc(-c2nc(=S)c3c(n2Cc2cccnc2)CC(C)(C)OC3)cc1,1.9,3.1%
N#Cc1ccc(-c2ccccc2)nc1SCC(=O)c1cccc(Cl)c1,7.8,1.9%
CN(C)CCNC(=O)c1ccc(COc2ccc(Cl)cc2Cl)cc1,-5.4,-9.9%
CCCS(=O)(=O)c1c(S(=O)(=O)CCC)c2ccc(C(N)=O)cn2c1C(=O)c1ccc(OC)cc1,5.8,9.4%
O=C(CCSc1nnc(-c2ccncc2)o1)Nc1ccc(Cl)cc1,.,-4.4%
CCn1cc(C(=O)O)c(=O)c2cc(OC)ccc21,0.0,1.3%
O=c1cc(-c2ccccc2Cl)oc2c(Br)ccc(O)c12,.,1.4%
CN1CCN(C(=S)c2ccc([N+](=O)[O-])cc2)CC1,53.7,0.5%
CC1(c2ccc3c(c2)OCO3)NC(=O)N(CC(=O)NCCC2=CCCCC2)C1=O (stereo not given),.,4.6%
CCN(CC)c1ccc(N)cc1S(=O)(=O)Nc1ccc(OC)cc1,-5.1,7.6%
CCCNC(=O)c1ccc2c(=O)c(O)c(-c3cccc(Br)c3)[nH]c2c1,.,3.8%
CCN(CCCNC(=O)C1CCC(=O)N1Cc1ccc(F)cc1)c1cccc(C)c1 (stereo not given),.,-7.3%
COc1cccc(NC(=O)c2ccc(CN3CCN(c4ccccc4)CC3)cc2)c1,-2.4,0.6%
CCOC(=O)c1ccc(NC(=S)NCCc2ccc(OC)c(OC)c2)cc1,35.0,-1.0%
c1ccc2[nH]c(CSc3nc4ccccc4o3)nc2c1,-1.6,0.3%
CC(=O)Nc1nnc(CSCc2ccccc2F)s1,6.6,2.0%
COc1ccccc1-c1nc(SCC(=O)NCC2CCCO2)c2c(=O)n(C)c(=O)n(C)c2n1 (stereo not given),5.8,-0.9%
COc1ccccc1-c1nn2c(-c3ccco3)nnc2s1,7.8,2.7%
COCCOC(=O)C1=C(C)NC(=O)NC1c1ccc(-c2cc(Cl)ccc2Cl)o1 (stereo not given),10.2,-2.2%
Cc1c(CNCc2cccs2)c(C(=O)O)c(C)n1Cc1ccccc1,-4.1,1.2%
C=CCNC(=O)/C(C#N)=C/c1cn(-c2ccccc2)nc1-c1cccs1,.,2.0%
Clc1ccc(C2=CC(c3ccco3)n3ncnc3N2)cc1 (stereo not given),-14.6,-6.6%
Cc1cccc(C)c1NC(=O)NN(C(=O)c1ccccc1)C(C)(C)C,-3.9,1.5%

# Nothing new here: an excerpt of the list.
SMILES,Mtb RmlCD inh,M. tuberculosis GlmU
COc1ccccc1-c1nn2c(-c3ccco3)nnc2s1,7.8,2.7%
COCCOC(=O)C1=C(C)NC(=O)NC1c1ccc(-c2cc(Cl)ccc2Cl)o1 (stereo not given),10.2,-2.2%
Cc1c(CNCc2cccs2)c(C(=O)O)c(C)n1Cc1ccccc1,-4.1,1.2%
C=CCNC(=O)/C(C#N)=C/c1cn(-c2ccccc2)nc1-c1cccs1,.,2.0%
Clc1ccc(C2=CC(c3ccco3)n3ncnc3N2)cc1 (stereo not given),-14.6,-6.6%
Cc1cccc(C)c1NC(=O)NN(C(=O)c1ccccc1)C(C)(C)C,-3.9,1.5%

# Gathered by group: the entries above with a furan ring, fused or not
SMILES,Mtb RmlCD inh,M. tuberculosis GlmU
O=C(O)c1ccccc1NCc1ccco1,-7.3,-3.0%
COCCn1c(SCC(=O)Nc2ccc(NC(=O)c3ccco3)c(OC)c2)nc2ccccc2c1=O,5.3,-3.0%
CCOC(=O)N1CCN(Cc2cn[nH]c2-c2cc3ccccc3o2)CC1,-4.4,-4.9%
COc1ccccc1-c1nn2c(-c3ccco3)nnc2s1,7.8,2.7%
COCCOC(=O)C1=C(C)NC(=O)NC1c1ccc(-c2cc(Cl)ccc2Cl)o1 (stereo not given),10.2,-2.2%
Clc1ccc(C2=CC(c3ccco3)n3ncnc3N2)cc1 (stereo not given),-14.6,-6.6%

# Later entries:
SMILES,Mtb RmlCD inh,M. tuberculosis GlmU
Nc1ccc2c(c1)COC2=O,-7.0,-0.8%
Cc1ccc(OCC(=O)Nc2c[nH]c(=O)[nH]c2=O)cc1C,1.5,0.7%
CC(C)(C)NC(=O)C(c1ccco1)N(Cc1ccc(F)cc1)C(=O)c1snc(C(N)=O)c1N (stereo not given),.,2.6%
C=CCOc1c(Br)cc(/C=N/Nc2ccc(C(=O)O)cc2)cc1OCC,0.8,2.0%
O=C(O)C1Cc2ccccc2CN1S(=O)(=O)/C=C/c1ccccc1 (stereo not given),-10.8,-1.1%
C/C(CC(=O)Nc1ccc(N(C)C)cc1)=N\NC(=O)c1ccncc1,6.9,-3.7%
O=c1/c(=C\c2cccc(O)c2)sc2nc(-c3ccccc3)c(-c3ccccc3)n12,.,8.4%
COc1ccccc1/C=C/C(=O)OC(C)CN1CCOCC1 (stereo not given),.,1.1%
Cc1ccc(C(=O)OCC(=O)NCCN2C(=O)CSC2=O)cc1,.,7.1%
C=CCOC(=O)C1=C(C)OC(N)=C(C(=O)OCC)C12C(=O)N(CC(N)=O)c1ccccc12 (stereo not given),-8.9,0.5%
O=C(c1cc(S(=O)(=O)Nc2ccccc2F)c(Cl)cc1Cl)N1CCN(CCO)CC1,9.7,-2.4%
CC(C)N(CCNC(=O)c1oc(=O)c2ccccc2c1-c1ccccc1)Cc1ccco1,-12.2,1.1%
CCn1c(CNC(=O)COc2ccc(C(C)C)cc2)nnc1SCC(=O)NC1CCCCC1C (stereo not given),.,-5.6%
COc1ccc(C2/C=C\CN(C(=O)CC(C)C)CC(=O)N2Cc2ccc(F)cc2)cc1 (stereo not given),.,-2.5%
CCOC(=O)N1CCN(CCC(=O)c2ccc(OC)cc2)CC1,-12.4,-4.2%
CCOC(=O)CSc1nc2ccccc2n1CC(=O)NC(C)(C)C,16.1,-1.5%
O=C(Nc1c(F)cc(F)cc1F)c1cccn(Cc2ccccc2)c1=O,-4.4,-5.5%
CN(C)CCNc1oc(COc2cccc(Cl)c2)nc1C#N,8.4,5.4%
C#CCNC(=O)c1cc2sccc2n1C,-1.9,-1.4%
N#Cc1ccc(COC(=O)CSc2nnc(C3CCCCC3)n2N)cc1,10.8,0.6%
O=C(O)c1cc2c(s1)CCCC2,.,7.9%
Cc1cc(=O)n2[nH]c(SCc3ccccc3)nc2n1,-3.0,2.5%
COc1cnc(-c2ccccn2)nc1Oc1cccc(Cl)c1,6.0,4.2%
Cc1ccc(NC(=O)C(C)c2ccc([N+](=O)[O-])cc2)cc1Cl (stereo not given),-1.9,-6.3%
Brc1ccc(-c2csc(NNC3=NCCCCC3)n2)cc1,.,0.3%
# Remaining list, next part
SMILES,Mtb RmlCD inh,M. tuberculosis GlmU
COc1ccc(CNS(=O)(=O)c2ccccc2Br)cc1,.,0.5%
CCCOc1ccc2c(CC)cc(=O)oc2c1C,.,-3.8%
COc1ccc(S(=O)(=O)NC(C)C(=O)O)cc1 (stereo not given),10.2,-4.3%
COc1ccc(-c2nc3oc4cc(OC)ccc4c(=O)c3c(=O)n2Cc2ccco2)cc1,-0.1,3.5%
c1ccc2c(c1)CCc1c-2nc2ccccc2c1N1CCOCC1,-7.3,-1.2%
C=CCn1c(SCC(=O)Nc2c(C)n(C)n(-c3ccccc3)c2=O)nc2sc(C)c(-c3ccccc3)c2c1=O,.,-2.4%
COc1cc(C(=O)OCCCN(C)C)cc(OC)c1OC,.,-0.7%
Oc1ccc(N=Cc2cc(Br)c(N3CCOCC3)o2)cc1,3.3,0.3%
O=C(CCCc1nc2ccccc2s1)NCc1cccnc1,14.7,6.3%
COc1ccc(C(=O)OCn2nnc3ccccc3c2=O)cc1OC,4.6,-1.4%
CCOC(=O)N1CCC(NC(=O)c2ccc3c(c2)sc2nc(-c4ccccc4)cn23)CC1,-1.7,2.5%
O=c1[nH]c2sc3c(c2c2nncn12)CCCC3,.,2.9%
NC1=NS(=O)(=O)NC1c1cccc(F)c1 (stereo not given),1.6,-0.7%
COc1ccc(/C=N/OCC(=O)N2CC3(C)CC2CC(C)(C)C3)cc1 (stereo not given),8.7,-2.8%
CCOC(=O)c1ccc(NS(=O)(=O)c2ccc(SC)cc2)cc1,.,3.2%
COc1ccc(-c2ccc(-c3nnn(CC(C)=O)n3)cc2)cc1,.,0.1%
CC(=O)Nc1ccc(S(=O)(=O)NCC2CCC(C(=O)NCCC3=CCCCC3)CC2)cc1 (stereo not given),.,6.4%
CCCc1cc(C(=O)Cc2ccc(F)cc2)c(O)cc1O,.,-1.4%

# Two of the compounds above, with tabs.
canonical_smiles	Mtb RmlCD inh	M. tuberculosis GlmU
COc1ccc(-c2nc3oc4cc(OC)ccc4c(=O)c3c(=O)n2Cc2ccco2)cc1	-0.1	3.5%
c1ccc2c(c1)CCc1c-2nc2ccccc2c1N1CCOCC1	-7.3	-1.2%
